# Source: PubChem BioAssay (The Scripps Research Institute Molecular Screening Center)
# DDE Tn6 FP inh: inhibitors of Tn6 peptide binding to human fibrin DD(E). Fibrin DD(E) TRITC-Tn6 fluorescence polarization displacement. inhibition, % at 8.3 µM. 0.21% of 370,000 active. AID 720509;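 active = inhibition above a per-campaign cutoff: mean of compounds within control limits plus 3 SD, cut at about 15% in these data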;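 also: 0% = median of all compound wells on the plate and 100% = blocking peptide control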
# MBD2 DNA inh: MBD2-methylated oligo binding inhibition | Q9UBB5 | TR-FRET, MBD2 binding to methylated oligonucleotide | inhibition, % at 4.4 µM | 0.31% of 370,000 active | AID 686964; in the data active = inhibition above about 13%
# KLK7 zymogen act: activators of human kallikrein-7 zymogen. P49862. purified proKLK7, EDANS-DABCYL substrate fluorescence; 100% is mature enzyme control, 0% vehicle. activation, % at 7 µM. 0.9% of 370,000 active. AID 652039;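 active = activation above the mean of all tested compounds plus 3 SD, computed per campaign excluding outliers beyond control limits, cut at about 13% in these data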
# Target sequence (P49862 whole entry, looked up): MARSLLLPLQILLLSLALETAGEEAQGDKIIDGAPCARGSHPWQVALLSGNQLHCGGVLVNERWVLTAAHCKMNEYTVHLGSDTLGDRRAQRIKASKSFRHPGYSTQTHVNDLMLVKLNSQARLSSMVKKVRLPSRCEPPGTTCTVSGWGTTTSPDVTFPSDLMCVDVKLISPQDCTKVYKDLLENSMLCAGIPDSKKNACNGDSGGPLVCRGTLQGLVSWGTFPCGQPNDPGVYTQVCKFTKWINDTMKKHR
# UHRF1 MBD2 ctr: human UHRF1 methylated DNA binding inhibitors; Q96T88; UHRF1 binding to methylated oligo, TR-FRET; inhibition, % at 4.4 µM; 0.75% of 370,000 active; AID 687016; in the data active = inhibition above about 21%;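 also: UHRF1 SRA domain binding a hemimethylated CpG hairpin DNA probe; 0% = median of test compound wells and 100% = reference inhibitor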
# Target sequence (Q96T88 whole entry, looked up, the tested form may be a part): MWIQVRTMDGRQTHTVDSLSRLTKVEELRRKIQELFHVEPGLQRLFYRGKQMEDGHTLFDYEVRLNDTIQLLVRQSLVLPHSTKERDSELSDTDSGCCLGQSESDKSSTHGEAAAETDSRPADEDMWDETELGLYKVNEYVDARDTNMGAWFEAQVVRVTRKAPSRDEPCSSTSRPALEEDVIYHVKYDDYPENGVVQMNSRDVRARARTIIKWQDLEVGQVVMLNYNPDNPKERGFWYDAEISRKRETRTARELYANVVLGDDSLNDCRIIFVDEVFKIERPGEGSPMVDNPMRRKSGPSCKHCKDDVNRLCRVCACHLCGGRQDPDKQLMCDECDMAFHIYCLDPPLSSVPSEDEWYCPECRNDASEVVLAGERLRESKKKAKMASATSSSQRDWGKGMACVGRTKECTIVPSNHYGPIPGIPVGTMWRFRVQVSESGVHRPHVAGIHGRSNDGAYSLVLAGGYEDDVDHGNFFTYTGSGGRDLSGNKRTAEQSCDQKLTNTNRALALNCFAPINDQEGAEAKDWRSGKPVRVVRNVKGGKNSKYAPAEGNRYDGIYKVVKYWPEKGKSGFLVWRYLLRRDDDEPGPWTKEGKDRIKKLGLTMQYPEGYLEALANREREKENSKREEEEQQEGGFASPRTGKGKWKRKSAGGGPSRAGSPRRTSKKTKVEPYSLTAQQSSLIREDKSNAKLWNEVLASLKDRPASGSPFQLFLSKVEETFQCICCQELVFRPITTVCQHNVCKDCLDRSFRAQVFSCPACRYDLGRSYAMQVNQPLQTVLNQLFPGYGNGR
# PLC-gamma1 inh: PLC-gamma1 (human) inhibition, primary screen | P19174 | purified PLC-gamma1, fluorogenic substrate, fluorescence | inhibition, % at 12.2 µM | 0.84% of 370,000 active | AID 720700; in the data active = inhibition above about 9.5%
# ARFGAP1 inhibitor: rat ARFGAP1 inhibition; Q62848; Arfgap1-stimulated ARF1 GTP hydrolysis, GDP FP detection; inhibition, % at 16.5 µM; 0.26% of 360,000 active;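 active = inhibition above a per-plate limit, mean inhibition of low control wells plus 3 SD, cut at about 25% in these data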;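 also: 0% = DMSO wells with enzyme and 100% = wells lacking Arfgap1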
#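 Material: rat Arfgap1 GAP domain (His6, aa 1-136), purified enzyme. Also added: human ARF1(Δ1-17)-GTP substrate. Compound dosing: 16.5 µM single point, 1.26% DMSO. Timing: enzyme reaction 120 min at 25 °C after 20 min preincubation. Signal: GDP detection by fluorescence polarization. Read-out basis: percent inhibition of GAP-stimulated GDP formation, scaled between DMSO and no-Arfgap1 medians.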
# ASAP1 inh: ASAP1 ArfGAP inhibition | Q9ULH1 | ASAP1-stimulated ARF1 GTP hydrolysis, GDP FP detection | inhibition, % at 16.5 µM | 0.19% of 360,000 active; in the data active = inhibition above about 25%;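 also: 0% = vehicle with enzyme and substrate and 100% = no enzyme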
# Tn7 DDE FP: DD(E)-Tn7 binding inhibition, primary FP screen. P02675. FP displacement of FITC-Tn7 peptide from fibrin DD(E); 0% = median of compound wells per plate. inhibition, % at 8.3 µM. 0.13% of 370,000 active;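 active = inhibition above the mean of compounds falling within the control limits plus 3 SD of them, cut at about 14% in these data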;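 also: 0% = plate median of compound wells and 100% = 10 µM Aha-Tn7 peptide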
#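 System: human fibrin DD(E); quantity: Fibrin-DD(E) at 2 µM final; also added: fluorescent Tn7 probe at 0.1 µM; compound dosing: single nominal test concentration of 8.3 µM per compound; schedule: 10 min preincubation, 3 h with tracer, room temperature; detection: fluorescence polarization of the labelled Tn7 tracer; repeats: one replicate per compound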
# PLCb3 inh: blocks human PLC-beta3 enzyme activity. Purified PLC-beta3, fluorogenic substrate, fluorescence. inhibition, % at 12.2 µM. 0.18% of 370,000 active; in the data active = inhibition above about 11%;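 also: 0% = median of compound wells on plate and 100% = full blocker control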
# ADAM17 inh: inhibitors of human ADAM17 | P78536 | recombinant ADAM17, EDANS/DABCYL FRET peptide cleavage | inhibition, % at 6.95 µM | 0.83% of 370,000 active;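 active = inhibition above the mean of compounds lying between control limits plus 3 SD, set per campaign, cut at about 8.5% in these data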;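 also: 0% = DMSO-only wells as the low control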
# Starred values were filed as active, the others as inactive.
SMILES,DDE Tn6 FP inh,MBD2 DNA inh,KLK7 zymogen act,UHRF1 MBD2 ctr,PLC-gamma1 inh,ARFGAP1 inhibitor,ASAP1 inh,Tn7 DDE FP,PLCb3 inh,ADAM17 inh
Cc1nn(CC(C)C)c(Cl)c1C(=O)N(C)CC(=O)Nc1c(Cl)cccc1Cl,-2,1,0.2,2,2,-4,12,-1,-3,0
O=S(=O)(c1ccc(NC(=S)N2CCN(c3ccccc3F)CC2)cc1)N1CCOCC1,0,2,-0.4,0,-2,4,2,2,3,-3
CC(C)C(c1nnnn1Cc1ccccc1)N1CCN(Cc2ccco2)CC1 (configuration not stated),1,7,0.3,0,-2,11,-4,-2,1,-4
COC(=O)c1ccc(/C=C(\C#N)c2nc3ccccc3s2)cc1,-6,0,-1.9,-5,-94,-7,-3,-6,-108,-3
CC(NC(=O)COC(=O)CCc1ccc(S(=O)(=O)N2CCOCC2)cc1)C1CC2CCC1C2 (configuration not stated),4,5,0.1,-1,4,6,11,-2,-2,4
Cc1ccc(CN2C(=O)CCSc3ccc(Cl)cc32)cc1,-2,1,0.1,2,-4,2,-19,10,-5,-3
CCN(CC(=O)Nc1c(F)cccc1F)C(=O)Cc1ccccc1,-3,2,0.2,0,-1,3,3,7,3,1
Cc1cc(C(F)(F)F)nc(SCC(=O)Nc2ccccc2)n1,-10,-7,0.0,-1,-2,3,1,-3,2,-1
CC(C)[C@H](NC(=O)c1ccc(Cl)c(Cl)c1)C(=O)N1CCC[C@H]1C(=O)NCc1ccccc1,3,1,0.2,2,2,-2,4,3,4,-1
CCOC(=O)C1CCCN(c2c(N3CCOCC3)c(=O)c2=O)C1 (configuration not stated),2,-2,0.3,0,0,-5,10,-4,5,1
CN(Cc1c(F)cccc1Cl)C(=O)c1cccc(S(=O)(=O)NCc2ccccc2)c1,6,-4,-0.6,0,-3,-8,-10,-3,-7,4
CCN1C(C)=C(C)S/C1=C1\SC(=S)N(C2CCCCC2)C1=O,0,-4,-1.1,-2,4,-7,5,0,-2,0
OC[C@H]1O[C@H](OC[C@H]2O[C@H](OC[C@H]3O[C@H](O[C@]4(CO)O[C@H](CO)[C@@H](O)[C@@H]4O)[C@H](O)[C@@H](O)[C@@H]3O)[C@H](O)[C@@H](O)[C@H]2O)[C@H](O)[C@@H](O)[C@H]1O,4,0,-0.2,1,-2,12,8,-2,5,-4
O=C(COC(=O)CC1c2ccccc2CCN1S(=O)(=O)c1ccccc1)Nc1ccccc1 (configuration not stated),-5,1,1.3,0,1,-7,-14,0,3,3
CCOC(=O)CC1(C)Sc2ccccc2N1S(=O)(=O)c1ccc(C)cc1 (configuration not stated),1,-7,1.0,-2,3,1,-2,0,1,5
O=C1C=C(NCC2CCCO2)CC(c2ccccc2)C1 (configuration not stated),4,2,-0.3,-2,2,3,-1,3,-3,-1
Cc1nc(Cl)cc(CS(=O)(=O)c2ccc(Cl)cc2)n1,6,-1,-0.3,2,2,0,-10,-4,3,-2
Cc1cc(C)n(C(=O)C2CCCN2S(=O)(=O)c2ccc(Cl)cc2)n1 (configuration not stated),8,-1,-0.6,-1,3,-1,0,4,1,-2
COc1ccc(C2C(Oc3ccccc3C)C(=O)N2Cc2ccc(F)cc2)cc1OC (configuration not stated),-1,4,0.1,-1,1,0,-1,0,-1,1
CC(=O)N1C(=O)NC2=C(C(=O)CCC2)C1c1cccc([N+](=O)[O-])c1 (configuration not stated),1,-5,-0.1,2,1,-3,-10,5,-1,-1
O=C1CC/C=C\C[C@@H](CC(=O)N(CCO)Cc2ccccc2)C(=O)N2CCC[C@H]2CO1,1,5,-0.2,2,1,-6,0,-1,1,-5
O=C(NCCCO)c1ccc(CSc2nc3ccccc3c(=O)[nH]2)cc1,-3,0,0.5,1,3,16,2,-6,0,-3
COc1ccccc1Nc1nc2c(C)cccc2cc1C#N,6,3,-0.1,-1,-3,-3,1,8,-3,-5
COc1cc(C(=O)Nn2c(O)c(C3=c4ccccc4=NC3=O)sc2=S)ccc1O,-9,-3,9.7,1,-23,-3,-1,-5,-40,-20
CC(=O)c1cccc(NC(=O)CSc2nnc(C(C)N(C)C)n2Cc2ccccc2)c1 (configuration not stated),-1,4,0.2,2,0,-5,-12,1,-7,-2
COc1ccc(/C=C/c2ccncc2)cc1,8,-1,1.0,-3,-24,11,-4,4,-30,-8
Cc1ccc(NS(=O)(=O)c2ccc(NC(=O)c3ccccc3C(=O)O)cc2)cc1C,-1,-4,0.0,-1,-3,1,2,1,-7,-4
O=C(CNC(=S)N(Cc1ccccc1F)C1CCCCC1)NC1CC1,3,4,0.1,2,-1,-2,1,0,2,-3
CCOCCCNC(=O)c1ccc(/C=C2\Oc3ccccc3N(C)C2=O)cc1,8,0,-16,-1,-191,9,-1,-2,-261,-27
Cc1cnc(NC(=O)C2CCCC2)s1,-2,2,-0.2,-2,-2,4,-6,4,1,-6
N#CC(C#N)=Cc1cccn1-c1ccc(S(N)(=O)=O)cc1,1,0,0.0,-4,-1,-7,-5,5,-1,-3
FC(F)(F)c1cccc(-c2cc3nc(NCCCn4ccnc4)ccn3n2)c1,10,3,-1.7,1,-67,0,-3,6,-105,-37
O=C(CCNS(=O)(=O)c1ccccc1C(F)(F)F)N1CCN(C(c2ccccc2)c2ccccc2)CC1,3,-3,0.1,0,3,-9,-1,3,-4,8.9*
CNC(=S)N/N=C(\C)c1cccc([N+](=O)[O-])c1,-2,-2,-0.3,-2,4,6,2,1,2,-2
COCC(=O)Nc1ccc(N(C)C)cc1,-3,-3,0.0,-8,-1,10,-1,-4,-1,1
Cc1ccc(OCCC(=O)Nc2c(C)n(C)n(-c3ccccc3)c2=O)cc1,2,1,-0.1,0,3,7,2,-5,3,-2
CCc1c(O)nc(SC2CC(=O)N(c3ccc(F)c(Cl)c3)C2=O)[nH]c1=O (configuration not stated),8,2,-0.1,0,-1,-6,15,-2,-2,1
NS(=O)(=O)c1ccc(NC(=O)c2ccc3c(c2)OCO3)cc1,-4,4,-0.8,-1,2,-4,-12,3,1,0
COc1ccc(/C(C)=N/NC(=O)c2ccncc2)cc1[N+](=O)[O-],-1,-5,0.0,-1,0,5,6,6,-7,-2
Cc1nc(C(=O)Nc2cccc(Cl)c2)nn1-c1cc(OC(C)C)c(Cl)cc1Cl,-7,-6,0.1,-2,-2,8,-18,-3,-3,3

# Part of the list above, with the structure last:
DDE Tn6 FP inh	MBD2 DNA inh	KLK7 zymogen act	UHRF1 MBD2 ctr	PLC-gamma1 inh	ARFGAP1 inhibitor	ASAP1 inh	Tn7 DDE FP	PLCb3 inh	ADAM17 inh	molecule
-3	0	0.5	1	3	16	2	-6	0	-3	O=C(NCCCO)c1ccc(CSc2nc3ccccc3c(=O)[nH]2)cc1
6	3	-0.1	-1	-3	-3	1	8	-3	-5	COc1ccccc1Nc1nc2c(C)cccc2cc1C#N
-9	-3	9.7	1	-23	-3	-1	-5	-40	-20	COc1cc(C(=O)Nn2c(O)c(C3=c4ccccc4=NC3=O)sc2=S)ccc1O
-1	4	0.2	2	0	-5	-12	1	-7	-2	CC(=O)c1cccc(NC(=O)CSc2nnc(C(C)N(C)C)n2Cc2ccccc2)c1 (configuration not stated)

# (more compounds)
SMILES,DDE Tn6 FP inh,MBD2 DNA inh,KLK7 zymogen act,UHRF1 MBD2 ctr,PLC-gamma1 inh,ARFGAP1 inhibitor,ASAP1 inh,Tn7 DDE FP,PLCb3 inh,ADAM17 inh
CCN(CC)c1ccc(C=C2C(=O)OC3(CCCC3)OC2=O)cc1,-4,-1,-0.3,0,3,6,0,-3,0,4
CC(=O)N(C(C)=O)N1C(=O)c2cccc3c(N4CCOCC4)ccc(c23)C1=O,-8,-3,-1.8,-7,-27,9,4,2,-48,-5
COc1cc2c(cc1OC)CN(c1nc(-c3cccnc3)nc3ccccc13)CC2,-6,2,-0.4,-3,-7,1,16,4,-24,0
Cn1cnnc1SCC(=O)Nc1ccccc1C(=O)NC1CC1,0,-1,0.8,-1,-1,-5,-13,-2,7,-1
Cc1ccc(NC(=O)CO/N=C/c2ccc(N(C)C)cc2)cc1,-10,4,-0.2,-1,-7,-3,7,0,-9,-6
Cc1ccc(C23CC4CC(CC(C(=O)N5CCN(C)CC5)(C4)C2)C3)cc1,6,-2,1.3,4,4,8,-1,-2,-1,0
O=C(CN1C(=O)C2C3C=CC(C3)C2C1=O)N1CCc2ccccc2C1 (configuration not stated),2,2,0.0,-2,1,-4,-4,-3,-1,-2
Cc1ccccc1C(=O)Nc1ccccn1,-8,-3,-0.1,1,6,-7,-9,1,6,2
COCCOC(=O)c1c(NC(=O)CN2CCc3ccccc32)sc(C(N)=O)c1C,1,-2,0.3,1,3,-1,-6,-1,-7,6
Cc1nn(-c2ccccc2)c(N2CCCC2)c1/C=N/Nc1ccc(S(N)(=O)=O)cc1[N+](=O)[O-],-3,-9,0.2,0,6,-8,-4,4,3,-1
O=C(Nc1cccc(-c2cn3ccccc3n2)c1)c1cnccn1,4,0,0.5,-3,0,3,10,5,2,-6
CN(C)C(=O)c1sccc1Oc1ccc(F)cc1[N+](=O)[O-],1,2,-0.8,3,5,3,10,-2,0,2
Cc1cc(OC(=O)c2cc(F)c(F)cc2Cl)nc(C)n1,9,2,-0.2,1,-1,10,3,-2,2,1
CC(c1ccccc1)n1cc(C(=O)NCc2cccnc2)nn1 (configuration not stated),3,-3,-0.2,1,1,-3,-9,-3,0,-3
Cc1ccc(S(=O)(=O)N2CCN(C(=O)c3ccccc3)C2)cc1[N+](=O)[O-],-7,8,0.5,2,2,-5,9,1,-1,-4
NC(Cc1ccccc1)c1csc(NC(=O)c2cccc(OC(F)(F)F)c2)n1 (configuration not stated),6,-4,-0.7,1,3,14,16,2,-1,-1
Cc1cccc(Cl)c1OCCCN1CCOCC1,3,-2,-0.1,-1,3,10,-12,4,1,-2
COc1ccccc1CNc1nc(=S)[nH]c2cc(OC)c(OC)cc12,-3,2,0.3,-2,-7,-2,5,1,-15,-8
COc1ccccc1C(=O)N/N=C(\C)CC(=O)Nc1ccc(Cl)cn1,0,1,0.7,-1,-19,7,-3,0,-38,-38
NC(=O)COC(=O)CC12CC3CC(CC(Br)(C3)C1)C2,0,-5,-0.1,1,2,2,0,-5,6,1
COc1ccc(C(C)=O)cc1COC(=O)CCNS(=O)(=O)c1ccc(C)cc1,-3,-3,-0.2,1,0,9,-4,-2,-8,-3
N#CCSc1nc2sccc2c(=O)n1-c1ccccc1,5,1,0.0,-2,-1,2,12,-1,-14,-5
COc1ccc2nc(/N=C/c3c(C)[nH]n(-c4ccc(C)cc4C)c3=O)sc2c1,9,-6,-1.0,-14,-2,0,6,-5,2,1
CCOCCCNC(=O)CN(c1cc([N+](=O)[O-])ccc1OC)S(C)(=O)=O,3,6,-0.3,5,-2,-3,4,-2,-5,-1
CC1CCN(C(=O)CSc2nnc(CNC(=O)COc3ccc(Cl)cc3)o2)CC1,1,13,-0.2,4,1,13,10,2,3,-3
CCn1cnc2cc(NCc3cccs3)ccc21,-5,6,0.5,3,-17,7,-9,5,-33,-11
CC1CN(C)C(C)C/C1=N\Oc1ccc([N+](=O)[O-])cc1 (configuration not stated),5,-3,0.2,-1,3,-7,-6,0,5,2
